# Cdc42 wt = human Cdc42 wildtype GTP binding change, either direction; P60953; GST-Cdc42 beads, Bodipy-GTP binding, flow cytometry; actives lie on both sides; percent activity (GTP binding), % at 10 µM; actives 0.2% (n = 190,000); AID 761;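 active = percent activity GTP binding at least 20 points away from the 100% baseline, either down as inhibitor or up as activator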;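 also: median bead fluorescence of bound Bodipy-FL-GTP at 100 nM; 0% = excess unlabeled GTP control and 100% = no compound control; below 100% means less GTP binding so inhibitor and above means activator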
# Target sequence (P60953 whole entry, looked up): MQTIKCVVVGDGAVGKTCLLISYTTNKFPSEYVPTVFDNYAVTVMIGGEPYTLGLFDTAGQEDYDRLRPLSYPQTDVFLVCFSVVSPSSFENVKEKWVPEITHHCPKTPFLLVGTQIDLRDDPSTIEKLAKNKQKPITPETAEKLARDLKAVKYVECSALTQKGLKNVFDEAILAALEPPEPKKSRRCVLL
# HRas wt GTP bind = changes GTP binding to wildtype human HRas; actives 0.14% (n = 190,000); GTP binding activity, % at 10 µM; AID 759; GST-Ras wt beads, Bodipy-FL-GTP binding, flow cytometry; actives lie on both sides;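 active = GTP binding activity at least 20% away from the 100% baseline, either lowered as inhibitor or raised as activator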;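 also: 0% = unlabeled GTP competition control and 100% = no-compound control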
# Target sequence (P01112 whole entry, looked up): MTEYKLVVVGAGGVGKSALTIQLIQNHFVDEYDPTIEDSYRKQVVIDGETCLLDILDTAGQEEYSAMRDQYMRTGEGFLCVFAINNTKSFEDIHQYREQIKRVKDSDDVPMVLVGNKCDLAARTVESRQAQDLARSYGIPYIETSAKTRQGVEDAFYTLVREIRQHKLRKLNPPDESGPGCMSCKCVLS
# Bcl-2 Bim block = inhibitors of Bim-Bcl-2 interaction, human | Bead-based flow cytometry, Bim peptide-Bcl-2 binding | inhibition, % at 10 µM | actives 0.06% (n = 190,000) | AID 950; in the data active = inhibition above about 40%;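 also: 0% = no compound wells with probe peptide and 100% = reference peptide inhibitor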
# Rab7 wt modul = alters GTP binding to wildtype dog Rab7; actives 0.055% (n = 190,000); GTP binding activity (percent of control), % at 10 µM; GST-Rab7 beads, fluorescent GTP binding, flow cytometry; actives lie on both sides; untreated = 100%, excess cold GTP = 0%; AID 758;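 active = fluorescent GTP binding to Rab7 beads changed by at least 20 points from the 100% baseline, either direction, mostly lower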;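 also: median green fluorescence of bound Bodipy-FL-GTP per Rab7 bead population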
# Rac1 wt modul = modulators of human Rac1 wildtype GTP binding; GST-Rac1 beads, fluorescent GTP binding, flow cytometry; actives lie on both sides; 0 = cold GTP competed, 100 = untreated; actives 0.27% (n = 190,000); AID 757; P63000; GTP binding activity (% of control), % at 10 µM;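 active = GTP binding activity at least 20 points away from the 100% control level, either lower or higher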
# Rab2 wt GTP = changes GTP binding to wildtype dog Rab2A, up or down. P61105. GST-Rab2 wt beads, Bodipy-GTP binding, flow cytometry. GTP binding activity, % at 10 µM. actives 0.19% (n = 190,000);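 active = GTP binding activity at least 20 points away from 100%, either lowered or raised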;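 also: 0% = beads with excess unlabeled GTP and 100% = no-compound control corrected for plate trend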
# Bcl-XL Bim block = human Bim-Bcl-XL interaction inhibition; inhibition, % at 10 µM; Bim peptide-Bcl-XL binding, bead flow cytometry, fluorescence; AID 1007; actives 0.04% (n = 190,000)
# Bim-Bcl-W = human Bim-Bcl-W interaction inhibition; AID 952; actives 0.02% (n = 190,000); bead-based flow cytometry, Bim peptide-Bcl-W binding; inhibition, % at 10 µM;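 also: 0% = bound tracer without compound and 100% = peptide blocker; higher means less fluorescent Bim peptide bound to Bcl-W beads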
# Target sequence (Q92843 whole entry, looked up): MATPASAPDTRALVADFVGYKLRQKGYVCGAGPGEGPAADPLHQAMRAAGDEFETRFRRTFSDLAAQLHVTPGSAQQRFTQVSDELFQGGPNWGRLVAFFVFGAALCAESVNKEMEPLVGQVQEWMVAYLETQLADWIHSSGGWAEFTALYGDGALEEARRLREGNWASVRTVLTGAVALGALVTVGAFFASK
# Rac1 mut GTP = modulators of GTP binding to human Rac1 activated mutant; GST-Rac1 activated beads, fluorescent GTP binding, flow cytometry; actives lie on both sides; 100% means binding = to untreated wells; percent activity (GTP binding), % at 10 µM; actives 0.11% (n = 190,000);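 active = GTP binding at least 20 percentage points away from the 100% baseline, in either direction, so actives lie on both sides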
# Bfl-1 Bim block = human Bim-Bfl-1 interaction inhibition | Q16548 | actives 0.12% (n = 190,000) | Bead-based flow cytometry, Bim-Bfl-1 binding inhibition | inhibition, % at 10 µM;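 also: 0% = wells without compound plus tracer and 100% = blocker peptide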
# Bcl-B Bim block = disrupts Bim peptide binding to human Bcl-B; inhibition, % at 10 µM; Q9HD36; actives 0.073% (n = 190,000); bead-based flow cytometry;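 also: 0% = tracer peptide without compound and 100% = reference inhibitor peptide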
# * hit, by the source's call. Rule as the data show it, unless noted: active = inhibition above about 40%. Compounds as they come; 0.62% or so of the library scored in one or more.
Cdc42 wt,HRas wt GTP bind,Bcl-2 Bim block,Rab7 wt modul,Rac1 wt modul,Rab2 wt GTP,Bcl-XL Bim block,Bim-Bcl-W,Rac1 mut GTP,Bfl-1 Bim block,Bcl-B Bim block,Compound
98.0,97.0,-5.0,96.0,98.0,99.0,-1.0,1.0,99.0,-8.0,-5.0,Cc1ccc2cc(CCNC(=O)C(C)C)c(=O)[nH]c2c1
100.0,101.0,-1.0,102.0,105.0,98.0,-10.0,-6.0,102.0,-2.0,-6.0,CCC(=O)Nc1ccc(/C(C)=N\NC(=O)c2ccc(OC)cc2)cc1
101.0,101.0,-2.0,103.0,99.0,97.0,-1.0,0.0,100.0,-6.0,-6.0,O=C(COc1nsnc1N1CCOCC1)Nc1ccc(Cl)cc1
96.0,95.0,-2.0,93.0,97.0,96.0,-5.0,-1.0,96.0,-2.0,-8.0,CC(C)C(=O)Nc1oc(-c2ccccc2)cc1C#N
100.0,98.0,-4.0,105.0,101.0,99.0,-3.0,1.0,98.0,0.0,0.0,CCn1c(C)nc2c(C)[n+](CC(=O)c3ccc(Br)cc3)ccc21
98.0,98.0,-2.0,98.0,98.0,96.0,-1.0,0.0,97.0,0.0,2.0,CC(C)CNC(=S)NNC(=O)c1ccco1
102.0,103.0,-9.0,104.0,110.0,101.0,-4.0,-2.0,101.0,-5.0,-8.0,Cc1cc(NC(=O)CCN2C(=O)c3ccccc3C2=O)no1
104.0,100.0,1.0,97.0,107.0,99.0,-4.0,-6.0,98.0,-4.0,-5.0,CCn1ncc(Cl)c1C(=O)Nc1ccncc1
101.0,102.0,-3.0,98.0,96.0,98.0,-3.0,0.0,93.0,-3.0,0.0,N#CC1=C2SCCN2C(=O)C(C#N)C12CCCCC2 (stereo not given)
93.0,100.0,-2.0,101.0,101.0,97.0,-14.0,5.0,92.0,-13.0,-3.0,COc1ccc2c(c1OC)C(=O)N(C(C)C(=O)O)C2=O (stereo not given)
102.0,99.0,-5.0,100.0,104.0,99.0,-10.0,-5.0,100.0,-15.0,-12.0,O=C(/C=C/c1ccccc1)NCCC1=CCCCC1
81.0,81.0,10.0,94.0,87.0,80.0,13.0,9.0,89.0,5.0,16.0,COc1cc2c(cc1OC)-c1cc(NC3CCCCC3)nc(=O)n1CC2
101.0,101.0,-3.0,100.0,103.0,100.0,-6.0,-4.0,99.0,-2.0,-8.0,O=C(NC1=NCCS1)c1cc(-c2ccc(F)cc2)nc2ccccc12
103.0,103.0,1.0,102.0,111.0,102.0,-6.0,-1.0,102.0,0.0,-6.0,COc1ccc2c(=O)c3c(=O)n(-c4ccccc4)c(-c4ccco4)nc3oc2c1
97.0,98.0,-5.0,96.0,101.0,99.0,-6.0,-3.0,96.0,-4.0,-8.0,COc1ccc(CN(C(=O)c2cc3ccccc3oc2=O)C2CCCC2)cc1
101.0,101.0,0.0,95.0,100.0,101.0,-5.0,-5.0,98.0,-3.0,-6.0,O=C(CSc1nnc(-c2cccnc2)n1Cc1ccco1)N1c2ccccc2Sc2ccccc21
96.0,91.0,2.0,94.0,93.0,93.0,5.0,-1.0,93.0,2.0,0.0,COc1cccc(CNC(=O)CN(C)S(=O)(=O)c2cnc[nH]2)c1
102.0,99.0,0.0,94.0,100.0,96.0,-1.0,0.0,97.0,2.0,-1.0,N=c1ccn(Cc2cccc(Cl)c2)cc1
101.0,100.0,-11.0,97.0,100.0,97.0,-7.0,-3.0,97.0,-14.0,-7.0,CCOc1ccc(N(CC(=O)NC(C)CC)S(C)(=O)=O)cc1 (stereo not given)

# In the list so far, five have a halogen.
Cdc42 wt,HRas wt GTP bind,Bcl-2 Bim block,Rab7 wt modul,Rac1 wt modul,Rab2 wt GTP,Bcl-XL Bim block,Bim-Bcl-W,Rac1 mut GTP,Bfl-1 Bim block,Bcl-B Bim block,Compound
101.0,101.0,-2.0,103.0,99.0,97.0,-1.0,0.0,100.0,-6.0,-6.0,O=C(COc1nsnc1N1CCOCC1)Nc1ccc(Cl)cc1
100.0,98.0,-4.0,105.0,101.0,99.0,-3.0,1.0,98.0,0.0,0.0,CCn1c(C)nc2c(C)[n+](CC(=O)c3ccc(Br)cc3)ccc21
104.0,100.0,1.0,97.0,107.0,99.0,-4.0,-6.0,98.0,-4.0,-5.0,CCn1ncc(Cl)c1C(=O)Nc1ccncc1
101.0,101.0,-3.0,100.0,103.0,100.0,-6.0,-4.0,99.0,-2.0,-8.0,O=C(NC1=NCCS1)c1cc(-c2ccc(F)cc2)nc2ccccc12
102.0,99.0,0.0,94.0,100.0,96.0,-1.0,0.0,97.0,2.0,-1.0,N=c1ccn(Cc2cccc(Cl)c2)cc1

# Bioassay records as filed in PubChem BioAssay.
